MPTP block: mitochondrial permeability transition pore inhibitors, primary screen, biochemical, isolated mouse mitochondria, absorbance | hit rate 1.4% among 360,000 | Ca2+ swelling absorbance, 30 min | inhibition, % at 10 µM;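 active means inhibition of 50% or more, scaled per plate between neutral and stimulator controls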;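 further: 0% = DMSO wells given calcium and 100% = 1 mM EGTA wells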
TIM10 inh: growth inhibitors of isogenic TIM10 control yeast, primary screen, counter-screen for tim10-1 yeast inhibitor project, luminescence, uHTS. S. cerevisiae TIM10 strain growth, BacTiter-Glo luminescence, 24 h. inhibition, % at 10 µM. hit rate 1.4% among 330,000;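 active means inhibition of 40% or more at the single tested concentration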;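 further: wild-type TIM10 isogenic control strain grown at permissive 25 °C; 0% = DMSO yeast wells and 100% = minimal medium wells without yeast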
APJ antag: antagonists of human apelin receptor APJ, primary screen, CHO-K1 cells, beta-arrestin complementation, luminescence; P35414; inhibition, % at 20 µM; hit rate 0.32% among 330,000; AID 2521, 2010;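 active means inhibition above about 40% at 20 µM, limit read from the data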;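 further: cells challenged with 10 nM apelin-13 agonist together with compound; plate controls were apelin-13 plus DMSO wells for no effect and DMSO wells lacking apelin-13 for full effect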
Target sequence (P35414 whole entry, looked up): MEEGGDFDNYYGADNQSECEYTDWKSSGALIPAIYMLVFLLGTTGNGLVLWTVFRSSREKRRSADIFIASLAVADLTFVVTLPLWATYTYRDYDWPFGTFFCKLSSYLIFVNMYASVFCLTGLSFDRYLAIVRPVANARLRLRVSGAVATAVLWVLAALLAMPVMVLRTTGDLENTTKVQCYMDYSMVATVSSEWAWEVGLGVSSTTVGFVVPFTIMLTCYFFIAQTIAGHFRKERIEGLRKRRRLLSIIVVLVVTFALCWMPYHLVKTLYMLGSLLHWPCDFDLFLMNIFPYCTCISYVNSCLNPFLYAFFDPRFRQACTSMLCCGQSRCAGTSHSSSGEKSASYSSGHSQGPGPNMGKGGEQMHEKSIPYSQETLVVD
tim23-1 inh: growth inhibitors of tim23-1 mutant yeast, primary screen, luminescence, uHTS | S. cerevisiae tim23-1 growth, BacTiter-Glo luminescence, 24 h | inhibition, % at 20 µM | hit rate 1.3% among 330,000 | AID 463212, 2010;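 active means growth inhibition of the mutant yeast at or above 50%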;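 further: temperature-sensitive mutant grown at 25 °C; plate controls were DMSO-treated mutant yeast for no effect and medium wells lacking yeast for full effect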
GRIN3A LBD mod: binders of NR3A ligand-binding domain, primary screen, biophysical, differential scanning fluorimetry, uHTS. Tm shift relative to glycine control, % at 25 µM. AID 1259313, 2017. Glutamate receptor ionotropic, NMDA 3A (GRIN3A) ligand-binding domain. NR3A LBD differential scanning fluorimetry, Tm shift; 0% = protein alone, 100% = glycine-bound protein. hit rate 2.5% among 340,000;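 active means melting temperature shift of at least 10% of the positive control shift, at one fixed dose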
APJ ag: agonists of human apelin receptor APJ, primary screen, CHO-K1 cells, PathHunter beta-arrestin, luminescence | P35414 | 0% DMSO wells, 100% apelin | activation, % at 20 µM | hit rate 0.11% among 330,000;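 active means activation more than six SD over the plate average, tested at 20 µM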;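 further: 0% = DMSO alone and 100% = apelin-13 at 10 nM; some results filed as inactive read as strong as hits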
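system = engineered CHO-K1 APJ arrestin reporter cells | input = 1000 cells per well | timing = overnight seeding, 90 min compound at 25 °C, 1 h detection | measured by = enzyme-fragment complementation luminescence | read-out = beta-arrestin recruitment to APJ as agonist activity, luminescent signal | control set = negative DMSO alone, positive Apelin-13 at 10 nM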
MIN6 prolif: inducers of MIN6 beta-cell proliferation, primary screen, ATP luminescence, uHTS; MIN6 cells proliferation, ATPlite luminescence, 48 h; cells starved in 0.2% serum; 100% = growth in 10% serum; hit rate 0.29% among 330,000; proliferation, % at 10 µM; AID 2380, 2010;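 active means compounds whose signal lies at least 3.5 SD above the mean of all wells on their plate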;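 further: 0% = DMSO-treated cells in low-serum medium and 100% = 10% serum control; some compounds called inactive have numbers as strong as hits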
NALP3 yeast inh: NALP3 inflammasome inhibitors in reconstituted yeast, primary screen, luminescence, uHTS; Yeast reconstituted NLRP3/ASC/caspase-1, beta-gal luminescence, 24 h; inhibition, % at 10 µM; hit rate 0.39% among 330,000; AID 2825, 2010;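 active means inhibition of 50% or more; inactive means inhibition below 50%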;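 further: plate controls were induced DMSO wells for no effect and uninduced yeast grown without galactose for full effect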
tim10-1 inh: growth inhibitors of tim10-1 mutant yeast, primary screen, luminescence, uHTS | S. cerevisiae tim10-1 ts strain growth, BacTiter-Glo, 24 h | inhibition, % at 20 µM | hit rate 2.2% among 330,000 | AID 463190, 2010;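 active means inhibition of at least 40%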;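 further: mutant grown at 25 °C; 0% = DMSO wells with yeast and 100% = wells holding no yeast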
* = called active by the depositor; / = not tested or not shown; & = joins results of further samples.

Under each structure: MPTP block | TIM10 inh | APJ antag | tim23-1 inh | GRIN3A LBD mod | APJ ag | MIN6 prolif | NALP3 yeast inh | tim10-1 inh
- CCOC(=O)C1CCN(Cc2cc(C(C)C)c(O)c(C(C)C)c2)CC1
 : -0.8 | -8 | -2 | -3 | -1 | -4 | -5 | -4 | -8
- COC(=O)CN(c1ccccc1)S(=O)(=O)c1ccccc1
 : 0.3 | 4 | -11 | 15 | 0 | 3 | 1 | -16 | 1
- CCN1C(=NCCc2ccc([N+](=O)[O-])cc2)N[C@@H](c2ccccc2)[C@H](C(=O)OC)[C@H]1C
 : 0.4 | -11 | 4 | -6 | -1 | -3 | 4 | 10 | -9
- COc1ccc(NC(=S)Nc2ccccn2)cc1
 : -1.3 | -13 | 14 | 18 | 0 | 0 | -4 | 42 | 20
- COC(=O)c1cc(Br)ccc1N(Cc1cc(OC)cc(OC)c1)S(C)(=O)=O
 : -1.7 | 10 | 3 | 36 | 1 | -3 | 5 | 0 | 18
- Cc1cc(C)n(-c2ncccc2[N+](=O)[O-])n1
 : 1.5 | 6 | 7 | -7 | 2 | -5 | -1 | -3 | 0
- O=C1OCC/C1=C\OCCCO/C=C1\CCOC1=O
 : 0.0 | -2 | -17 | -3 | -11 | -3 | 0 | 11 | 8
- NC(=O)/C(=N\O)c1ccccc1
 : -0.4 | 12 | 20 | -3 | -1 | -2 | -2 | -13 | 4
- O=C(CNc1ccc2ccccc2c1)N/N=C/c1ccc(OC(=O)/C=C/c2ccco2)cc1
 : 3.2 | 41* | -6 | 10 | 21* | 1 | -6 | -11 | 29
- Cc1ccccc1OCC(=O)NCCNC(=O)c1ccccn1
 : -1.5 | -20 | -36 | 9 | -1 | -3 | 0 | -3 | 9
- Cc1nc2ccc(S(=O)(=O)NCC(=O)NCc3ccc(Cl)cc3)cc2s1
 : -0.3 | -11 | -12 | -10 | 2 | 6 | 2 | 6 | 3
- Cc1onc(-c2ccccc2Cl)c1C(=O)N1C=CC(C(F)(F)F)=NCC1
 : -2.0 | 13 | 13 | 21 | -1 | -5 | 1 | 50* | 7
- O=C(c1ccco1)N1CCN(c2ncnc3c2cnn3-c2ccccc2)CC1
 : -5.6 | 6 | 16 | 12 | -1 | -2 | -3 | 20 | 8
- CN1C(=O)CSC1=Nc1cccc(Cl)c1
 : 0.3 | -17 | 12 | 9 | 0 | -2 | -3 | 24 | 2
- Cc1cc(C(=O)COc2ccc3ccc(=O)oc3c2)c(C)n1C
 : -0.7 | 9 | 10 | 7 | -1 | 0 | -1 | 12 | 18
- O=C(Nc1ccc2c(c1)CN(Cc1ccco1)CC2)C1CCCO1 (stereo unspecified)
 : -0.9 | 1 | 8 | -4 | 1 | 4 | 0 | 5 | -4
- CC(NC(=O)CC1Sc2ccccc2NC1=O)c1ccccc1 (stereo unspecified)
 : 0.9 | 17 | -36 | 19 | 0 | -1 | -2 | -21 | 20
- CC(Sc1ncc(C(F)(F)F)cc1Cl)C(=O)NCC1CCCO1 (stereo unspecified)
 : 0.2 | -35 | -4 | 10 | 0 | 0 | -2 | 10 | 12
- COC(=O)c1nnn(-c2ccc(F)c(Cl)c2)c1C(=O)OC
 : 0.5 | 1 | 7 | 8 | -1 | -1 | 2 | 9 | 15
- Nc1ncnc(NC2CCS(=O)(=O)C2)c1[N+](=O)[O-] (stereo unspecified)
 : 1.3 | -9 | -15 | 0 | 1 | -4 | 1 | -1 | -9
- COCCNCCOc1ccccc1-c1ccccc1
 : 2.3 | -10 | -9 | 12 | 0 | -4 | -1 | 11 | 24
- CCN(C(=O)Cn1cc(C(=O)C(=O)N2CCOCC2)c2ccccc21)c1ccccc1
 : 0.5 | 5 | 7 | -14 | 0 | -6 | -4 | 5 | 1
- CC(/C=C/c1ccccc1)=N/NC(=O)C(O)c1ccccc1 (stereo unspecified)
 : 0.5 | 2 | -11 | 4 | 0 | -3 | 0 | -2 | 5
- CC(=O)c1ccc(N2CCN(CC(=O)NC(=O)NCc3ccccc3)CC2)cc1
 : -0.7 | 0 | 10 | -2 | 0 | -1 | -4 | 20 | -3
- CC(=O)c1cccc(OCC(O)CN2CCN(S(=O)(=O)c3c(F)cccc3F)CC2)c1 (stereo unspecified)
 : 2.1 | 4 | -27 | 23 | 2 | -1 | -3 | 19 | 17
- CCc1ncc(C(=O)c2ccc(OC)cc2)n1C
 : 0.5 | -5 | -7 | 9 | 0 | -6 | -2 | 22 | 15
- CCN(C(=O)COc1ncnc2scc(-c3ccc(F)cc3)c12)C1CCS(=O)(=O)C1 (stereo unspecified)
 : -2.5 | 5 | 0 | 16 | 3 | -3 | -2 | -6 | 17
- O=C(Nc1ccccc1C(=O)N1CCCCC1)c1ccccc1C(F)(F)F
 : -1.4 | 4 | -2 | -6 | 5 | -4 | 6 | 1 | 3
- CC(Cc1cccs1)NC(=O)NC1CCCCC1 (stereo unspecified)
 : 1.2 | -2 | 12 | 18 | -1 | 2 | -3 | 11 | 12
- CC(C)(Cc1nc2ccccc2[nH]1)C(=O)O
 : -1.7 | 0 | -21 | 4 | 0 | -3 | -3 | -13 | 0
- O=C(NCC(=O)N1CCN(c2ccccc2F)CC1)c1cccs1
 : -1.2 | 2 | -35 | 11 | -5 | 1 | -1 | 6 | -3
- CC(C)(C)NC(=O)C(=O)NNC(=O)c1cccc(Br)c1
 : 0.6 | 16 | 6 | 15 | -1 | -1 | 1 | 11 | 11
- Cc1ccc(NC2CCCN(C(=O)CCc3cn[nH]c3)C2)cc1C (stereo unspecified)
 : -1.0 | 1 | 18 | 2 | 0 | 0 | -2 | 17 | 1
- O=C(C[C@@H]1C/C=C\C[C@@H](NC(=O)OCC2c3ccccc3-c3ccccc32)C(=O)OCCNC1=O)N[C@@H](CO)Cc1ccccc1
 : -1.6 | 1 | -4 | -1 | 1 | -2 | -5 | 4 | -1
- O=C(COc1ccc(Br)cc1)NCCCn1ccnc1
 : -2.4 | 10 | -5 | 11 | 0 | 1 | -2 | 11 | 0
- COc1ccccc1-c1cc(-c2ccc(O)cc2)nc(N)c1C#N
 : -0.2 | 16 | 6 | 48 | -9 | -2 | -1 | 16 | 31
- CC12C=CC3(O1)C(C(=O)N(c1cccnc1)C3C(=O)NC1CCCCC1)C2C(=O)Nc1ccccc1 (stereo unspecified)
 : -1.0 | -2 | -1 | 2 | -1 | 0 | 0 | 7 | 11
- CSc1nc(O)c(C(c2cccc([N+](=O)[O-])c2)c2c(O)nc(SC)[nH]c2=O)c(=O)[nH]1
 : -0.2 | -5 | 3 | -2 | 2 | -1 | 1 | 7 | 11
- COc1ccccc1CNC(=O)Cn1cccc1C(=O)c1ccccc1
 : 0.3 | -20 | 3 | 7 | 4 | 3 | 0 | 3 | -16
- Cc1ccc2nc(N(CCN(C)C)C(=O)C3=COCCO3)sc2c1
 : 1.3 | 53* | 11 | 30 | -1 | -6 | 0 | 6 | 45*
- CCOc1ccc(S(=O)(=O)NC(C)(C)C)cc1-c1nc2c(C(C)(C)C)nn(C)c2c(=O)[nH]1
 : 0.2 | 10 | 15 | 2 | -4 | 5 | -4 | -4 | 8
- Cc1cccc(NC(=O)CNC(=O)COC(=O)c2ccco2)c1C
 : -0.2 | 2 | -3 | 1 | 1 | -3 | 3 | 15 | -18
- Cc1cc(C)nc(NS(=O)(=O)c2ccc(N3C(=O)C4CCCCC4C3=O)cc2)n1 (stereo unspecified)
 : -0.2 | -16 | 7 | 9 | -2 | 0 | 2 | 1 | -2
- CCOc1ccccc1N=c1oc2cc(O)ccc2cc1C(=O)NCC1CCCO1 (stereo unspecified)
 : 0.4 | 7 | 25 | 22 | -10 | -4 | 4 | 19 | 12
- COc1ccc(C(=O)CSc2[nH]c(=O)cc(C(F)(F)F)c2C#N)cc1
 : 85* | -23 | 21 | 11 | 4 | -3 | -3 | 0 | 1

Profiles, quoted from the list. Values in the order: MPTP block | TIM10 inh | APJ antag | tim23-1 inh | GRIN3A LBD mod | APJ ag | MIN6 prolif | NALP3 yeast inh | tim10-1 inh
CC12C=CC3(O1)C(C(=O)N(c1cccnc1)C3C(=O)NC1CCCCC1)C2C(=O)Nc1ccccc1 (stereo unspecified) as listed: -1.0 | -2 | -1 | 2 | -1 | 0 | 0 | 7 | 11
Cc1cccc(NC(=O)CNC(=O)COC(=O)c2ccco2)c1C as listed: -0.2 | 2 | -3 | 1 | 1 | -3 | 3 | 15 | -18

Next section.
Under each structure: MPTP block | TIM10 inh | APJ antag | tim23-1 inh | GRIN3A LBD mod | APJ ag | MIN6 prolif | NALP3 yeast inh | tim10-1 inh
- CCOc1ccc(-c2cn3ccccc3n2)cc1
 : 1.1 | -6 | 0 | 11 | -20 | 0 | -6 | 43 | 4
- O=C(CC1(O)C(=O)Nc2cc(Cl)cc(Cl)c21)c1ccncc1 (stereo unspecified)
 : -2.9 | 3 | -52 | 12 | 0 | 3 | -6 | 1 | 17
- Cc1cc(C)c(NC(=O)c2sc3nc(C)[nH]c(=O)c3c2C)c(C)c1
 : / | 5 | 7 | 8 | / | -1 | 1 | 6 | 6
- COc1ccc(C2=NCCn3nc4cc(C(F)(F)F)ccc4c32)cc1
 : 0.3 | 28 | 5 | 36 | -4 | 15 | -4 | 7 | 29
- O=C(Nc1nnc(-c2ccc(F)cc2)s1)c1c(F)cccc1Cl
 : -0.8 | 11 | 9 | 29 | -4 | -4 | 3 | 18 | 22
- Cn1cnc(NCc2ccccc2)c1[N+](=O)[O-]
 : 1.3 | 12 | -25 | 26 | -1 | 3 | 1 | 3 | 8
- O=C(Nc1ccc2c(c1)Cc1ccccc1-2)c1cc2ccccc2o1
 : 0.4 | 0 | 8 | -6 | 10 | -3 | -2 | 1 | -13
- O=C(O)c1cccc(C(=O)Nc2cccc(NC(=O)C3CCCO3)c2)c1 (stereo unspecified)
 : -1.9 | -7 | -7 | 10 | -5 | 0 | 1 | 2 | 13
- O=c1[nH]nc(-c2ccccc2)c2ccccc12
 : 0.7 | -12 | 7 | -13 | -3 | -6 | -2 | 5 | -8
- Nc1nc(SCC(=O)N2CCCc3ccccc32)n(-c2ccccc2)n1
 : 0.0 | -7 | 6 | 5 | -1 | -4 | -2 | 10 | 20
- CCOC(=O)C1=C(C)NC(C)=C(C(=O)OCC)C1C(=O)OCC(=O)N1CCC(C)CC1
 : -0.7&0.2 | -3&16 | 4&18 | 19&5 | 0&-1 | -5&-2 | -5&0 | 13&14 | -2&9
- COc1ccc(Cl)cc1/C=C(\C#N)C(N)=O
 : -1.5 | 21 | -10 | 38 | 5 | 3 | 1 | 28 | 3
- O=C(CNC(=O)[C@@H]1Cc2ccccc2CN1)NCc1ccco1
 : -0.8 | -6 | -11 | 10 | 3 | 4 | -3 | 12 | 18
- COc1cccc(-n2c(COc3ccc(C)cc3)nnc2SCC(=O)O)c1
 : 1.5 | -4 | 20 | -7 | 1 | -3 | 4 | 2 | 3
- O=C(Nc1ccc2c(c1)OCCO2)c1cc(-c2ccccc2)nc2ccccc12
 : 1.8 | 8 | -6 | 34 | -9 | -1 | -3 | 14 | 34
- Cn1c(=O)[nH]c(=O)c2c1nc(N1CCN(Cc3ccccc3)CC1)n2CCCc1ccccc1
 : -0.5 | 8 | 0 | 24 | -1 | -3 | 3 | -2 | 18

High-throughput results as filed in PubChem.
